FLuc counter: firefly luciferase modulation, counter-screen for miR-21 project; P08659; purified FLuc, Km substrates, luminescence inhibition; Potency, µM (top dose mostly 57.5 µM), for the others: at the highest dose activity change, negative = inhibition, actives largely listed as inhibitors; actives 6.9% (n = 360,000); active = well fitted inhibition curve with a large enough effect; inconclusive = small, poorly fitted or top-dose-only effect;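 note: plate controls were vehicle for no effect and reference inhibitor for full effect; nearly all actives have a fitted effect of over 55% in size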
Target sequence (P08659 whole entry, looked up): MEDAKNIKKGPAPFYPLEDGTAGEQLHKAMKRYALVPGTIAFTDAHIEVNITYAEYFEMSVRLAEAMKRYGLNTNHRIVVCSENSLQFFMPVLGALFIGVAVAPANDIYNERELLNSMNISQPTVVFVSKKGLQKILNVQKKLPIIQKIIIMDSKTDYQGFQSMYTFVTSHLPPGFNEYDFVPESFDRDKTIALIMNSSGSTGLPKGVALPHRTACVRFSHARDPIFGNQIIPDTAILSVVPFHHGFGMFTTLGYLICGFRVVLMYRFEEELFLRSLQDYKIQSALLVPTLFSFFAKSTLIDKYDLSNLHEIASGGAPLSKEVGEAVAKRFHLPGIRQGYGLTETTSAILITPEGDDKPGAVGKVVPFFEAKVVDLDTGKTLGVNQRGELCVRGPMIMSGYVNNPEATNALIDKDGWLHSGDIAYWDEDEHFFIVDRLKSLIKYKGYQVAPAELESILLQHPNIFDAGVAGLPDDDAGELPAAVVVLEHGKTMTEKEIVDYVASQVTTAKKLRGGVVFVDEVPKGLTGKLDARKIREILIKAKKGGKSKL
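Purified P. pyralis luciferase, 10 nM final, with Km-level 10 uM D-luciferin and 10 uM ATP in 50 mM Tris acetate pH 7.5, 10 mM Mg acetate, 0.01% Tween-20, 0.05% BSA; 6-point qHTS titration about 60 µM downward; luminescence read.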
Starred values were filed as active, the others as inactive; ? = inconclusive. Potency is the fitted concentration of half-maximal effect. These rows are one share of the data, so the mix of outcomes need not match the whole.

SMILES	FLuc counter
COc1cccc(CNC(=O)c2ccc3c(c2)c(C)c(C)n3Cc2ccccc2)c1	-11%
O=C(Nc1ccccc1C(F)(F)F)c1noc2c1CCCCC2	2.7µM*
CCOc1ccc(-c2cc(C(=O)NCc3ccc(C)cc3)c3ccccc3n2)cc1	-14%
CC(Nc1oc(-c2ccc(COc3ccc(Cl)cc3)o2)nc1C#N)c1ccccc1 (stereo unspecified)	-2%
COC(=O)c1cc2oc(C)cc2n1CC(=O)Nc1ccc(OC)c(OC)c1	-5%
CCCCN(CCCNC(=O)CN1N=C(c2ccccc2)CCC1=O)c1ccccc1	-11%
CCN(CC)CCCNC(=O)Cn1c(-c2cccs2)cc2cc(Cl)ccc21	2%
C=CCC(CC=C)(CNC(=O)C(=O)Nc1cc(C)ccc1OC)c1ccc(OC)c(OC)c1	-3%
CCOC(=O)C1CCCN(S(=O)(=O)c2cc(-c3cc(C)no3)ccc2OC)C1 (stereo unspecified)	5%
O=c1c(S(=O)(=O)c2cccc(Cl)c2)cn(Cc2ccccc2)c2cc(N3CCCCC3)c(F)cc12	-5%
CC(C)COc1ccc(C(=O)N2CCN(CCc3ccccn3)CC2)cc1	2%
Cc1cccc(NC(=O)CSc2ncc(-c3ccc(Br)cc3)[nH]2)c1	-4%
CCc1ccc2occ(CC(=O)Nc3c(C(=O)c4ccc(F)cc4)oc4ccccc34)c2c1	-5%
COc1ccc(Cl)cc1NC(=O)N1CCC(CN2CCc3ccccc3C2)CC1	-6%
CC(C)(C)c1ccc(C(=O)NCC(c2cccs2)S(=O)(=O)c2cccs2)cc1 (stereo unspecified)	0%
CCOc1cc(C(=O)Nc2ccc(-c3nc4ncccc4o3)cc2C)cc(OCC)c1OCC	-10%
CCC1CCCCN1CCCNC(=O)c1cc2c(Cl)nc3ccc(C)cc3c2s1 (stereo unspecified)	-1%
CCN(CC)CCNC(=O)c1nn(C)c2c1CS(=O)(=O)c1ccccc1-2	?
Cc1cc(OCCn2cc(C(=O)c3ccco3)c3ccccc32)ccc1Cl	5%
CCc1cccc(C)c1NC(=O)CN(C)S(=O)(=O)c1cccc2nsnc12	-2%
Cc1cccc(Cn2cc(S(=O)(=O)c3ccc(Cl)cc3)c(=O)c3cc4c(cc32)OCO4)c1	-4%
CCN1CCSc2ccc(C(=O)NC(C)c3ccccc3)cc21 (stereo unspecified)	-4%
Cc1ccccc1CNC(=O)CN1C(=O)C2CCCCN2c2ccc(C(=O)N3CCCC3)cc21 (stereo unspecified)	-8%
COc1ccc(NC(=O)c2sc3nc4n(c(=O)c3c2C)CCC4)c(OC)c1	-10%
Cc1ccc(N2CCN(C(=O)c3cn(C)c4ccc(S(=O)(=O)N(C)C5CCCCC5)cc4c3=O)CC2C)cc1 (stereo unspecified)	3%
O=c1oc2ccccc2cc1-c1nc(-c2cccc(Cl)c2)cs1	3%
CCOC(=O)c1ccccc1NC(=O)c1sc2ncn(Cc3cccc(F)c3)c(=O)c2c1C	-2%
Cc1ccc2nc(CSc3nnc(NC(=O)COc4ccccc4F)s3)cc(=O)n2c1	?
CCc1ccc(CNC(=O)c2cc3cc(S(=O)(=O)N4CCCCC4)ccc3n2C)cc1	4%
O=C(NCc1ccccc1Cl)c1ccc2c(c1)N(Cc1ccccc1)C(=O)CS2	-1%
CC1CCN(C(=O)C2COc3ccccc3C2)CC1 (stereo unspecified)	-1%
O=C(NCC(c1cccnc1)N1CCOCC1)C(=O)Nc1ccc(Cl)cc1 (stereo unspecified)	2%
CCN(CC)c1cc(C)c2cc(NC(=O)/C=C/c3cc(OC)c(OC)c(OC)c3)ccc2n1	-10%
COc1ccc(CCNC(=O)c2cc(=O)[nH]c3ccc(S(=O)(=O)N4CCCCC4)cc23)cc1OC	3%
O=C(NCc1ccc(F)cc1Cl)c1cc(=O)[nH]c2ccc(S(=O)(=O)N3CCCCC3)cc12	-5%
Cc1ccc2nc3c(cc(C(=O)NCc4ccco4)c(=N)n3C(C)C)c(=O)n2c1	-2%
COc1cc(OC)c(OC)cc1CN1CCc2nc(N3CCN(c4ccccc4F)CC3)ncc2C1	-7%
CCn1cc(S(=O)(=O)c2cc(C)cc(C)c2)c(=O)c2cc(F)c(N3CCOCC3)cc21	-1%
O=C(NCc1cccs1)c1nn(-c2ccccc2F)nc1CO	6%
COc1ccc(NC(=O)CC2C(=O)N(c3ccc(C)cc3)C(=O)N2CCc2ccccc2)cc1 (stereo unspecified)	0%

Among those listed so far, 2 have an aryl thioether with sulfur outside any ring.
SMILES	FLuc counter
Cc1cccc(NC(=O)CSc2ncc(-c3ccc(Br)cc3)[nH]2)c1	-4%
Cc1ccc2nc(CSc3nnc(NC(=O)COc4ccccc4F)s3)cc(=O)n2c1	?

Continuation:
SMILES	FLuc counter
CCn1c(CC2C(=O)N(C)c3ccccc32)nc2ccccc2c1=O (stereo unspecified)	0%
Cc1ccc(C(=O)NCC(c2ccc3c(c2)OCO3)N2CCN(C)CC2)cc1C (stereo unspecified)	0%
N#Cc1c[nH]n2c(NC3CCCC3)c(-c3ccc(Cl)cc3)nc12	2%
COc1ccc(CCNC(=O)c2cc3n(n2)CCCN(Cc2ccc(C)cc2)C3=O)cc1OC	-8%
COc1ccc(CNC(=O)c2ccc3nc(C(C)C)oc3c2)cc1OC	-5%
COc1ccccc1CNS(=O)(=O)c1cc(C(=O)Nc2cccc(C(F)(F)F)c2)ccc1F	1%
COCC(C)Nc1ncnc2c1cnn2-c1cccc(Cl)c1 (stereo unspecified)	13µM*
Cc1cc(C)c2c(=O)cc(C(=O)Nc3nc4ccc(F)cc4s3)oc2c1	0%
COC(=O)c1ccc(NC(=O)Cn2c(=O)oc3ccccc32)cc1	4%
CCOc1ccc(NC(=O)CN(C)S(=O)(=O)c2ccc3[nH]c4c(c3c2)CCCC4)cc1	-15%

An excerpt of these results, in CSV form:
SMILES,FLuc counter
N#Cc1c[nH]n2c(NC3CCCC3)c(-c3ccc(Cl)cc3)nc12,2%
COc1ccccc1CNS(=O)(=O)c1cc(C(=O)Nc2cccc(C(F)(F)F)c2)ccc1F,1%
COc1ccc(CCNC(=O)c2cc3n(n2)CCCN(Cc2ccc(C)cc2)C3=O)cc1OC,-8%
Cc1cc(C)c2c(=O)cc(C(=O)Nc3nc4ccc(F)cc4s3)oc2c1,0%

Continuation.
SMILES	FLuc counter
Cc1ccc(NCc2cccn2-c2nnc(N3CCC(C(=O)NCc4ccc(F)cc4)CC3)s2)cc1	-11%
Cc1ccc(-c2nc3c4ccccc4n(CC(=O)N4CCN(c5ccc(F)cc5)CC4)c(=O)n3n2)cc1	-3%
COc1cccc(CNC(=O)CCCn2c(=O)c3cccn3c3cccnc32)c1OC	-1%
Cc1cccc(-c2nc3c4ccccc4n(CC(=O)Nc4cc(F)ccc4F)c(=O)n3n2)c1	0%
Cc1cc(OCC(O)CN2CCN(c3cccc(Cl)c3)CC2)ccc1Cl (stereo unspecified)	-16%
CCCN1C(=O)C(Cc2nc3ccccc3c(=O)n2CC)c2cc(Br)ccc21 (stereo unspecified)	0%
Cc1ccc(-c2noc(CN(C3CCCCC3)S(=O)(=O)c3ccc(F)cc3)n2)cc1	2%
CCOC(=O)c1sc(N2C(=O)c3oc4cc(C)c(C)cc4c(=O)c3C2c2ccc(C)cc2)nc1C (stereo unspecified)	3%
COc1cccc(C2=NS(=O)(=O)N(C)C(C(=O)Nc3ccccc3SC)=C2)c1	-8%
COc1ccc(Br)cc1CNC(=O)c1nn(-c2ccc(C)cc2)c(=O)c2c1c1ccccc1n2C	-4%

A different layout for 4 compounds above.
Cc1ccc(NCc2cccn2-c2nnc(N3CCC(C(=O)NCc4ccc(F)cc4)CC3)s2)cc1
  FLuc counter: -11%

Cc1ccc(-c2nc3c4ccccc4n(CC(=O)N4CCN(c5ccc(F)cc5)CC4)c(=O)n3n2)cc1
  FLuc counter: -3%

COc1cccc(CNC(=O)CCCn2c(=O)c3cccn3c3cccnc32)c1OC
  FLuc counter: -1%

Cc1cccc(-c2nc3c4ccccc4n(CC(=O)Nc4cc(F)ccc4F)c(=O)n3n2)c1
  FLuc counter: 0%

(listing goes on)
SMILES	FLuc counter
O=C(Cn1cc(S(=O)(=O)Cc2ccc(F)cc2)c2ccccc21)NCc1ccccc1Cl	?
O=C(Nc1ccc(C(=O)OCc2cc(=O)n3c4c(sc3n2)CCCC4)cc1)c1ccccc1	-10%
Cc1c(Cl)cccc1NC(=O)c1cc2nc(-c3ccc4c(c3)OCO4)cc(C(F)(F)F)n2n1	-5%
COc1ccc2c(c1)CCc1c(C(=O)Nc3c(C)nn(Cc4ccccc4Cl)c3C)noc1-2	-4%
Cc1ccc(Cl)cc1Nc1nc2ccccc2n2c(C)nnc12	?
COc1cc(NC(=O)c2cc3cc4cc(OC)ccc4nc3o2)cc(OC)c1	3%
CC(C)CNC(=O)C1=CC(c2ccc3c(c2)OCO3)=NS(=O)(=O)N1C	1%
Cc1ccsc1CN(C(=O)COc1ccc(Br)cc1)C1CCS(=O)(=O)C1 (stereo unspecified)	0%
Cc1ccc(Cl)cc1NC(=O)Cn1nc2c(cc1=O)CC(C)CC2 (stereo unspecified)	-2%
CCOc1ccc(NC(=O)N2CCN(c3ccc(Cl)c(Cl)c3)CC2)cc1	3%
CCOc1ccc(-n2nc3ccc(NC(=O)Cc4ccccc4)cc3n2)cc1	3%
COc1ccc(-n2c(SC)nc3sc4c(c3c2=O)CCN(C(C)=O)C4)cc1	-1%
CCOc1ccc(-c2cc(NC(=O)c3ccc(C)cc3)c(C(=O)OC)s2)cc1	-1%
CCOc1ccc(N(Cc2ccccc2)C(=O)c2nc(SCC)ncc2Cl)cc1	-9%
COc1ccc(C2=NN(CC(=O)NCCCN(C)c3ccccc3)C(=O)CC2)cc1	-5%
Cc1ccc2onc(CNC(=O)Nc3cc(F)ccc3F)c2c1	-4%
O=C(NC1CCCCC1)c1ccc(CSc2nc3ccncc3n2Cc2cccc(F)c2)cc1	?
Cc1ccc(Nc2nc3c(S(=O)(=O)c4ccccc4)nnn3c3ccsc23)c(C)c1	-4%
O=C(Nc1ccc(NC(=O)c2cccs2)cc1)c1ccc(Cl)cc1	-2%
Cc1ccc(C)c(NS(=O)(=O)c2cc3c4c(c2)C(C)C(=O)N4CCC3)c1 (stereo unspecified)	-3%
COc1cc(NC(=O)Nc2c[nH]c(=O)[nH]c2=O)cc(OC)c1OC	5%
Cc1cc(C)cc(NC(=O)c2sc3nc(-c4ccccc4)cn3c2C)c1	-11%
CCCCn1cc(S(=O)(=O)c2ccc(OC)cc2)c(=O)c2cc(F)c(N3CCOCC3)cc21	7%
CCOc1ccccc1C1C(C(=O)Nc2ccccc2)=C(C)Nc2nc(SCC(=O)c3ccc(C)cc3)nn21 (stereo unspecified)	-1%
CCC1CCCCN1CCCNC(=O)c1ccc2c(c1)N(Cc1cccc(Cl)c1)C(=O)c1ccccc1S2(=O)=O (stereo unspecified)	1%
COc1ccc2oc(=O)c(-c3nnc(-c4ccc(C)cc4)o3)cc2c1	-9%
Cc1ccc(S(=O)(=O)NCC(c2ccc(N(C)C)cc2)N2CCOCC2)cc1 (stereo unspecified)	3%
Cc1ccc(-c2onc(C)c2C)cc1S(=O)(=O)N1CCN(c2ccccc2F)CC1	-7%
CCOC(=O)C1CCN(c2nc3c(S(=O)(=O)c4ccccc4)nnn3c3ccsc23)CC1	5%
COc1ccc(C2=C(C)C(=O)N(Cc3ccc(C(=O)NCc4ccccc4C)cc3)S2(=O)=O)cc1	-1%
CCc1nnc(NC(=O)c2cc(=O)c3cc(C)c(C)cc3o2)s1	?
CC1=C(C(=O)Nc2cccnc2)C(c2ccccc2Cl)n2nc(-c3ccccc3)nc2N1 (stereo unspecified)	-2%
COc1cccc(NC(=O)CN2C(=O)c3cccc4cccc2c34)c1	3%
Cc1cc(C(=O)Nc2c(C)nc3ccccn3c2=O)ccc1[N+](=O)[O-]	-4%
CCOC(=O)Cn1c(CN2CCN(c3ccc(OC)cc3)CC2)nc2c1c(=O)[nH]c(=O)n2C	7%
CC(=O)Nc1ccc(NC(=O)CCc2c(C)nc3c(c(C)nn3-c3ccccc3)c2C)cc1	-3%
Cc1ccc(Cn2cc(S(=O)(=O)c3cccc(C)c3)c(=O)c3cc(F)c(N4CCOCC4)cc32)cc1	2%
COc1ccccc1N1CCN(S(=O)(=O)CCNC(=O)COc2ccccc2F)CC1	-1%
O=C(CSCc1cnn(-c2ccccc2)c1-n1cccc1)NCc1ccc(F)cc1	6%
Cc1ccc(-n2ncc(C(=O)N3CCN(c4cc(Cl)ccc4C)CC3)c2C2CCN(C(=O)OC(C)(C)C)CC2)cc1	2%
COCCn1c(C)cc(O)c(C(c2ccc(F)cc2)N2CCC(C)CC2)c1=O (stereo unspecified)	-7%
CCc1cccc(NC(=O)CSc2ncc3c(n2)-c2cc(Cl)ccc2N(C)S3(=O)=O)c1	1%
COc1ccc(-c2noc(C3CC(=O)N(c4ccc(C)c(F)c4)C3)n2)c(OC)c1 (stereo unspecified)	4%
CCOC(=O)c1ccc(-c2ccc(/C=C(\C#N)C(=O)Nc3ccc(C)cc3OC)o2)cc1	-1%
COc1cc(OC)c(NC(=O)Nc2cccc(OCc3cc(=O)n4ccccc4n3)c2)cc1Cl	-15%
CCC1CN(C(=O)Nc2ccc(C)c(F)c2)c2ccccc2S1 (stereo unspecified)	-13%
Cc1ccccc1-c1nnc(SCC(=O)N2CCCc3ccccc32)o1	?
Cc1ccc(CNc2ncnc3onc(-c4ccc(F)cc4)c23)cc1	-10%
CCOc1ccc(-n2ccnc2SCC(=O)Nc2cccc3ccccc23)cc1	-16%

Screening results: PubChem, National Center for Advancing Translational Sciences (NCATS)
